Screening results from PubChem.
PriA SSB inh – inhibitors of Klebsiella pneumoniae PriA binding to SSB C-terminal tail, primary screen, biochemical, AlphaScreen; AID 1272365, 2023; AlphaScreen SSBct-PriA binding, biotinylated peptide; inhibition, % at 33 µM; 430,000 compounds, 0.6% hits; PriA–SSB C-terminal tail interaction (Klebsiella pneumoniae); in the data active = inhibition mostly above about 37%, no sharp cut-off; inactive = mostly below about 20%;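 note: plate controls were negative control peptide for no effect and reference peptide for full effect; strong numbers were not always called active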
An asterisk follows results filed as active; & = joins results of further samples.

SMILES	PriA SSB inh
CCS(=O)(=O)Nc1ccc2c(c1)CCC(=O)N2	-17
Cn1c(O)c(C=NNC(=O)c2ccncc2)c(=O)n(C)c1=S	3
CNC(=O)Cc1ccc(NS(=O)(=O)Cc2ccc(C(F)(F)F)cc2)cc1	-22
Cc1cc(C)n(CC(O)Cn2c3c(c4cccc(Cl)c42)CCCC3)n1 (stereo not given)	7
O=C(COC(=O)c1cc2cc(Br)ccc2oc1=O)c1ccc([N+](=O)[O-])cc1	-2
O=C(NCC1CCN(Cc2ccccc2)CC1)C(=O)Nc1ccc2c(c1)OCO2	-17
Cc1c(C(=O)NCCc2csc(-n3cccn3)n2)cnn1-c1ccccc1	-1
O=C(O)c1ccc(NC2SC(=O)N(c3ccc(F)cc3)C2=O)cc1 (stereo not given)	-7
CN1C(=O)C(C)(C)COc2ccc(NC(=O)C34CC5CC(CC(C5)C3)C4)cc21	18
Cc1nn(CCC#N)c(C)c1[Se]c1c(C)nn(CCC#N)c1C	-2
Cc1nc(N2CCN(c3ccccc3)CC2)c2c3c(sc2n1)CCCC3	13
CS(=O)(=O)N1CC(C(=O)NCc2ccco2)C1	2
CC1(C)COc2ccc(NC(=O)COc3ccc(Cl)cc3Cl)cc2NC1=O	18
Oc1cccc2ccc(N3CCN(c4ccccc4)CC3)nc12	-9
O=C(Cc1nnc(-c2cnccn2)o1)NCc1ccc(F)cc1Cl	-3
CC(C)Sc1ccc(CC(=O)O)cc1	-9
O=C(Cn1cccc1)N1CCN(c2cc(C(F)(F)F)ncn2)CC1	-6
O=C(c1ccc2nsnc2c1)N1CCOCC1CO (stereo not given)	-19
CC(=NNC(=O)C(NC(=O)c1ccccc1)C(C)C)c1ccccc1 (stereo not given)	-16
O=C(CCc1ccccc1F)NCC1(O)CCOCC1	-19
COc1ccc(NCC(=O)NN=Cc2ccc3c(c2)OCCO3)cc1	25
COc1cc(N2CCN(C(=O)Nc3ccc(C)c(F)c3)CC2)nc(C)n1	-11
Cc1ccc(NC(=O)Cn2c(=O)n(Cc3ccccc3)c(=O)c3sc4ccccc4c32)cc1C	-2
Nc1nc(SCC(=O)NC2CCCC2)ncc1S(=O)(=O)c1cccs1	-18
CCOc1ccc(NC(=O)CCCN2C(=O)S/C(=C\C(C)=C\c3ccccc3)C2=O)cc1	2
CCOc1ccc(NC(=O)c2c(O)c3ccccc3n(-c3ccccc3)c2=O)cc1	-9
COc1ccc(NN=C(C)C(=NO)C(=O)Nc2ccccc2)cc1	-1
Cc1ccc2c(Nc3ccc(F)c(Cl)c3)c(C(=O)N3CCSCC3)cnc2n1	-8
CCC(=NNc1ccccc1C)c1cnnc(SC)n1	0
CC(C)(C)[C@@H](O)CCNC(=O)NCc1ccccc1	-10
COc1cccc(NC(=O)Nc2c3ccccc3nc(=O)n2CCc2ccccc2)c1	11
Cc1ccc(-c2nc(NS(=O)(=O)c3ccc(Cl)cc3)sc2C)cc1	1
CC(C)(C#N)C(=O)N1CCCCCC1	-12
CSc1ccc(C=NS(=O)(=O)c2ccccc2)cc1	1&-8
COc1ccc(NC(=O)C(=O)NN=C(C)CC(=O)Nc2cc(C)ccn2)c(OC)c1	-9
CCOC(=O)C1CCCN(C(=O)CCc2csc3nc(-c4ccc(Cl)cc4)cn23)C1 (stereo not given)	-2
Cc1ccc(S(=O)(=O)Nc2nc(CCC(=O)Nc3ccc(OC(F)(F)F)cc3)cs2)cc1	7
O=C(COc1cccc2ccccc12)N1CCN(c2ccc3nnc(C4CC4)n3n2)CC1	1
CC(=O)Nc1ccc(C(=O)NCC#CCOc2cccc(C(F)(F)F)c2)cc1	-2
O=C(N=Nc1c(O)[nH]c2ccccc12)c1cccc(I)c1	6
O=C(c1cccs1)N1CCc2ccc(NS(=O)(=O)c3ccc(Cl)s3)cc21	10&12
Cc1ccc(-c2csc3c(=O)n(C)c(SCC(=O)NCc4ccccc4Cl)nc23)cc1	-4
COC(=O)NN=Cc1c(C)[nH]n(-c2ccccc2)c1=O	-9
CC(=O)c1cccc(NC(=O)c2ccn(C)n2)c1	-11&0
COCCNC(=O)C(=O)NC[C@H]1CCCN1S(=O)(=O)c1cccs1	-15
O=C(NCCO)C1=Cc2cc(Cl)ccc2OC=C1	-10
Cc1cc(C)c(S(=O)(=O)N(C)c2ccc(Cl)cc2)cc1N(C)S(=O)(=O)c1ccccc1	11
C[C@](O)(CNC(=O)N1CCNC1=O)C1CC1	-15
CCOC(=O)N1CCN(C(=O)N[C@H]2CC(=O)N(c3ccc(OC)cc3)C2)CC1	-7
O=C(Nc1nc2c(s1)Cc1ccccc1-2)[C@@H]1CCCCN1S(=O)(=O)c1cccs1	-10
Cc1ccc2c(c1)c(=O)c(C(=O)c1ccccc1)cn2CC(=O)Nc1ccc(C(C)C)cc1	8
Cc1nn(C2CCS(=O)(=O)C2)c2nc(-c3cccs3)cc(C(=O)NCCC3=CCCCC3)c12 (stereo not given)	-6
Cc1ccc(F)cc1NC(=O)Cc1nnc(-c2ccsc2)o1	-8
O=C(CS(=O)(=O)c1ccc(Cl)s1)Nc1ccc2c(c1)OCCO2	-7&8
O=C(NCCOc1ccc2c(c1)OCO2)C1c2ccccc2Oc2ccccc21	-15&-10
O=C(COC(=O)c1cc2ccccc2o1)c1ccc(Br)cc1	-7
COC(=O)c1ccc(COc2cc(=O)n3cccc(C)c3n2)o1	-7
Cc1ccc(S(=O)(=O)N=S(CC2CC2(Cl)Cl)c2ccccc2)cc1 (stereo not given)	-1
CC(CC(=O)Nc1cccnc1)=NNC(=O)COc1ccc(Cl)cc1Br	-10
O=C(Cc1c[nH]c2ccccc12)NN=Cc1ccccc1O	-2
Continuation:
SMILES	PriA SSB inh
O[C@H](COc1ccc2c(c1)OCO2)CN1CCOCC1	-1
CCOC(=O)c1sc(NC(=O)C2CCN(S(C)(=O)=O)CC2)nc1C	14
N#CCCN1C(=O)CSC1=O	-4
COc1ccc(CCNC(=O)NCCc2csc(-c3ccc(Cl)cc3)n2)cc1	-2
COc1ccc(NC(=O)CS(=O)(=O)c2cccs2)cc1Cl	-3
O=C(CCSc1ccc(Cl)cc1)Nc1nnc(-c2cccs2)o1	-30
CCN(C(=O)COc1ccc(C(C)C)cc1)C1CCS(=O)(=O)C1 (stereo not given)	3
CCOC(=O)CSCC(=O)Nc1nnc(-c2ccc(OC)cc2OC)s1	-16
COC(=O)c1ccc(NC(=O)C2CCN(c3ccc(-c4ccco4)nn3)CC2)cc1	-9
COc1ccc(OC)c(-n2c(CNC(=O)c3c(F)cccc3Cl)nnc2SCC(=O)N2CCCc3ccccc32)c1	5
CC(CC(=O)NC12CC3CC(CC(C3)C1)C2)=NNC(=O)Cc1cccs1	-8
CC(C)(C)C(=O)NC(N)=Nc1nc2ccccc2o1	2
COc1ccc(C(C)=NNC(=O)C(NC(=O)c2ccccc2)c2n[nH]c(=O)c3ccccc23)c(OC)c1 (stereo not given)	2
O=C(Nc1ccc2c(c1)N(C(=O)c1ccco1)CC2)c1cc2ccccc2oc1=O	-9
O=C(Nc1cccc(-c2nc3ccccc3o2)c1)[C@@H]1CCCN1S(=O)(=O)c1ccc(Cl)s1	-5
COC(C)(CNS(=O)(=O)c1cn(C)cn1)c1ccccc1F (stereo not given)	-15
O=C(Cc1cccs1)N1CCC2(CC1)OCCS2	-2
O=C(c1cc(-c2ccc(F)cc2F)n[nH]1)N1CCN(c2ccc(-n3cncn3)nn2)CC1	-13
COc1cc(OC)c(NC(=O)Cn2nc3c(cc2=O)CCCC3)cc1Cl	10
CCOC(=O)c1c(NC(=O)CSc2nnc(-c3ccncc3)o2)sc(C)c1C	-16
O=C(Nc1nnc(-c2cc(Cl)sc2Cl)o1)[C@H]1CCCN(S(=O)(=O)c2cccs2)C1	-3
CCOc1ccc(-c2c(C(=O)NN=Cc3ccc(C)o3)nnn2-c2nonc2N)cc1	0
Cc1cc(NC(=O)C2CCCC2)n(-c2nc3c(cnn3-c3ccc(Cl)cc3)c(=O)[nH]2)n1	-4
Fc1ccc(-c2noc(-c3cn[nH]c3-c3ccccc3)n2)cc1	-11
CCCSc1nc(NCCOC)c2cnn(CCNC(=O)c3ccco3)c2n1	-16&-9
O=C(Nc1ccc(OCc2ccccc2)cc1)c1cc([N+](=O)[O-])cc([N+](=O)[O-])c1	11
Cc1ccccc1CSc1ncc(C(=O)Nc2ccc(F)cc2)c(=O)n1C	-1
CN(C)c1ccc(CCNC(=O)c2cccs2)cc1	2
Cc1cc(NC(=O)c2ccc(F)c(F)c2)n(-c2nc3c(cnn3-c3ccc(Cl)cc3)c(=O)[nH]2)n1	-5
Cc1cc(Cl)cc2sc(N(C[C@H]3CCCO3)C(=O)c3ccc(N4C(=O)CCC4=O)cc3)nc12	-4
O=C(C1COc2ccccc2O1)N1CCN(c2nc3c(F)cccc3s2)CC1 (stereo not given)	-14
O=C(CN1C(=O)c2ccccc2C1=O)NCc1nnnn1-c1ccc(Cl)cc1	-3
Cc1ccc2nc(C3CN(C(=O)C4CCN(S(C)(=O)=O)CC4)C3)[nH]c2c1	0
CCOC(=O)c1ccc(Oc2c(C)oc3c4c(ccc3c2=O)OCN(C2CCS(=O)(=O)C2)C4)cc1 (stereo not given)	38*
Cc1cc(-c2ccccc2)n(-c2cc(NN=Cc3ccccc3O)ncn2)n1	-8
COc1cccc(CC(=O)NCCn2nc(C)cc2C)c1	4
COc1ccc(Cl)cc1C(=O)NN=Cc1ccc(N2CCOCC2)cc1	-6
CN(C)c1ccc(C(=O)NCCn2nc(-c3ccccc3)ccc2=O)cc1	-2
COc1ccccc1NS(=O)(=O)c1ccc(C(C)(C)C)cc1	3
O=C(O)c1ccc(C=NNc2ccc(C(F)(F)F)cn2)cc1	-12
CC(C)(C)SC1CCN(C(=O)Nc2cccs2)C1 (stereo not given)	8
CS(=O)(=O)c1ccccc1-c1nnc(NC(=O)COc2ccc(Cl)cc2Cl)o1	-7
CCOC(=O)c1ccc(S(=O)(=O)Nc2ccc3nc(C)n(-c4ccc(OC)cc4)c(=O)c3c2)cc1	-18&-7
COC(=O)c1ccc(OC)c(S(=O)(=O)NCC2(O)CCCc3cc(OC)ccc32)c1 (stereo not given)	-8
O=C(Cn1cccn1)NCC#CCOc1cccc(C(F)(F)F)c1	-9
O=C(NCCCn1nc(-c2ccncc2)ccc1=O)Nc1ccc(F)c(F)c1	1
O=C(O)c1ccc2c(c1)C(=O)N(c1cc(Cl)ccc1Cl)C2=O	-6
Cc1sc2ncnc(SCC(=O)c3cc(C)n(-c4ccc(F)c(Cl)c4)c3C)c2c1C	-17
O=c1[nH]c(SCc2nc(-c3cccc(Cl)c3)no2)nc2ccsc12	-3
Cc1cc(=O)n(CC(=O)NCc2ccc3c(c2)OCO3)c(-c2ccncc2)n1	-28
O=C(CSC1CCCC1)NCCc1csc2nc(-c3cccs3)nn12	0
CCOC(=O)c1ccccc1NC(=O)CSc1nnc2n1CCN2c1ccc(OCC)cc1	-1
Fc1cccc(Cl)c1C=Nn1c(-c2cccnc2)n[nH]c1=S	-14
CC(C)C(Br)C(=O)Nc1cccc2ccccc12 (stereo not given)	-1
CC(=Nn1c(C)nc2ccccc2c1=O)c1ccc(N)cc1	2
Cc1ccc(C(=O)Nc2ccc(C(=O)NN=Cc3c[nH]c4ccccc34)cc2)cc1	14
COC(NC(=O)c1ccc(Cl)cc1)C(Cl)Cl (stereo not given)	-12
O=C(c1nc2ccccc2s1)N1CCCC(Cc2nc(C3CC3)no2)C1 (stereo not given)	-6
Cn1nc(CN(C(=O)N2CCOCC2)C2CCCC2)c2c1CCC2	-18
CN(C)c1cncc(OC2CCN(C(=O)c3cc(=O)[nH]c(=O)[nH]3)C2)n1 (stereo not given)	3
The results go on.
SMILES	PriA SSB inh
Cc1nc(C)c(-c2ccnc(N=CNO)n2)s1	-8
CCOC(=O)c1ccc(NC(=O)CSc2nc3[nH]ncc3c(=O)[nH]2)cc1	-1
O=C(CSc1nc(-c2cccc([N+](=O)[O-])c2)cs1)N1CCOCC1	-7
COc1cc(-c2n[nH]c(=S)n2N=Cc2cccn2C)cc(OC)c1OC	-1
CC(=O)Nc1ccc(C(=O)NN=Cc2ccc(F)cc2)cc1	0
COc1ccc(NC(=O)Cn2cccc(-c3nc(-c4ccc(Cl)cc4)no3)c2=O)cc1OC	-4

Grouped by structure: those above containing an aryl thioether with sulfur outside any ring.
SMILES	PriA SSB inh
CC(C)Sc1ccc(CC(=O)O)cc1	-9
Nc1nc(SCC(=O)NC2CCCC2)ncc1S(=O)(=O)c1cccs1	-18
CCC(=NNc1ccccc1C)c1cnnc(SC)n1	0
CSc1ccc(C=NS(=O)(=O)c2ccccc2)cc1	1&-8
Cc1ccc(-c2csc3c(=O)n(C)c(SCC(=O)NCc4ccccc4Cl)nc23)cc1	-4
O=C(CCSc1ccc(Cl)cc1)Nc1nnc(-c2cccs2)o1	-30
COc1ccc(OC)c(-n2c(CNC(=O)c3c(F)cccc3Cl)nnc2SCC(=O)N2CCCc3ccccc32)c1	5
CCOC(=O)c1c(NC(=O)CSc2nnc(-c3ccncc3)o2)sc(C)c1C	-16
CCCSc1nc(NCCOC)c2cnn(CCNC(=O)c3ccco3)c2n1	-16&-9
Cc1ccccc1CSc1ncc(C(=O)Nc2ccc(F)cc2)c(=O)n1C	-1
Cc1sc2ncnc(SCC(=O)c3cc(C)n(-c4ccc(F)c(Cl)c4)c3C)c2c1C	-17
O=c1[nH]c(SCc2nc(-c3cccc(Cl)c3)no2)nc2ccsc12	-3
CCOC(=O)c1ccccc1NC(=O)CSc1nnc2n1CCN2c1ccc(OCC)cc1	-1
CCOC(=O)c1ccc(NC(=O)CSc2nc3[nH]ncc3c(=O)[nH]2)cc1	-1
O=C(CSc1nc(-c2cccc([N+](=O)[O-])c2)cs1)N1CCOCC1	-7

An excerpt; rates above refer to the full screens.
